Source: PubChem BioAssay
MEKK2wt PB1 HTS – raises or lowers MEK5 binding to wildtype human MEKK2 PB1 domain; Q9Y2U5; binding response (% of control), % at 10 µM; bead flow cytometry, Alexa488-MEK5 binding to MEKK2 WT; actives lie on both sides; 290,000 tested, 1.1% active; in the data active = binding response below about 67% or above about 130%
FID counter – fluorescent intercalator displacement, NS3 helicase counter-screen; DNA fluorescent intercalator displacement, fluorescence; inhibition, % at 7.9 µM; 290,000 tested, 0.17% active; AID 1845; in the data active = inhibition above about 37%;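 also: 0% = vehicle and 100% = reference compound; higher means more ethidium bromide displaced from hairpin DNA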
NALP1 yeast inh – inhibitors of NALP1 inflammasome in yeast | AID 2071 | S. cerevisiae NALP1/ASC/caspase-1 growth, X-gal OD620, 72 h | inhibition, % at 10 µM | 280,000 tested, 0.61% active; in the data active = inhibition mostly above about 24%, no sharp cut-off; inactive = mostly below about 32%; also: some compounds called inactive have numbers as strong as hits
PfM18AAP inh – blocks P. falciparum M18 aspartyl aminopeptidase; inhibition, % at 7.35 µM; 290,000 tested, 1.2% active; recombinant PfM18AAP, H-Glu-NHMec fluorogenic cleavage;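 active = inhibition above the campaign mean inhibition over all tested compounds plus 3 SD, cut at about 28% in these data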;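 also: 0% = plate median of test compound wells and 100% = 2 mM ZnCl2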
VIM-2 inhibitor – blocks Pseudomonas aeruginosa VIM-2 metallo-beta-lactamase; inhibition, % at 5.6 µM; purified VIM-2, nitrocefin hydrolysis, epi-absorbance fluorescence; 290,000 tested, 0.89% active;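 active = inhibition above the mean of all tested compounds plus 3 SD, cutoff set per screening run, cut at about 7.5% in these data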;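 also: red hydrolysis product quenches plate fluorescence so inhibitors raise well fluorescence; 0% = enzyme with DMSO and 100% = DMSO without enzyme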
IMP-1 inh – inhibitors of Pseudomonas aeruginosa IMP-1 metallo-beta-lactamase; purified IMP-1, nitrocefin hydrolysis, epi-absorbance fluorescence; inhibition, % at 5.6 µM; 290,000 tested, 0.45% active;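 active = inhibition above the mean plus 3 SD of all compounds in the same screening run, cut at about 4.5% in these data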;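 also: 0% = IMP-1 with DMSO and 100% = DMSO wells lacking enzyme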
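System: purified recombinant IMP-1 beta-lactamase. Medium: Zinc- and detergent-supplemented HEPES buffer, pH 7.1. Compound: one 5.6 µM dose […]. Schedule: 15 min preincubation plus 25 min reaction at 25 °C. Technique: Epi-absorbance fluorescence, 480 nm excitation, 530 nm emission.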
MEKK2 mut-MEK5 – signal of MEK5 binding to mutant human MEKK2 PB1 domain | bead flow cytometry, Alexa488-MEK5 binding to MEKK2 mutant | percent response, % at 10 µM | 290,000 tested, 0.35% active | AID 1530; in the data active = percent response above about 24%, passing the limit was not always enough; also: inactives centre near 1; some results filed as inactive read as strong as hits
HCV NS3 hel inh – HCV NS3 helicase inhibition; inhibition, % at 10.9 µM; NS3 helicase DNA unwinding, Cy5 molecular beacon fluorescence; 290,000 tested, 0.56% active;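 active = inhibition above the mean of all tested compounds plus 3 SD, set per campaign, cut at about 35% in these data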;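 also: 0% = DMSO wells and 100% = thioflavine S control wells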
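Compound dosing – single dose, 10.9 µM nominal final, DMSO 0.8% final · System – NS3 helicase fragment of HCV · Buffer or medium – MOPS pH 6.5, MgCl2, DTT, Tween20, BSA · Signal – Cy5 beacon fluorescence read at start and 1 h · Also added – annealed dual-labelled DNA beacon duplex, ATP-started · Schedule – 1 h at 25 °C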
UBC9 SUMO inh – inhibitors of human SUMOylation (UBC9); HTRF SUMOylation assay, SAE1/SAE2 + UBC9, in vitro; inhibition, % at 35 µM; 290,000 tested, 0.36% active; AID 2006; in the data active = inhibition above about 50%, passing the limit was not always enough; also: strong numbers were not always called active
Target sequence (P63279 whole entry, looked up): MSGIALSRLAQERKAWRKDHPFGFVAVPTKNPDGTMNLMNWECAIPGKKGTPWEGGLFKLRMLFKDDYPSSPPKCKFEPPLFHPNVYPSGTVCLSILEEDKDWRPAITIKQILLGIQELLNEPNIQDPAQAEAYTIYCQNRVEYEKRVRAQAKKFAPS
* hit, by the source's call; . = no result given.

Start of the data: the first six compounds as a preview:
SMILES	MEKK2wt PB1 HTS	FID counter	NALP1 yeast inh	PfM18AAP inh	VIM-2 inhibitor	IMP-1 inh	MEKK2 mut-MEK5	HCV NS3 hel inh	UBC9 SUMO inh
COc1ccccc1-c1nc(=S)c(C(C)=O)c(C)[nH]1	100	-2	-9	5	-4.0	-3.6	-12	-3	4
CCOC(=O)N1CCN(C(=O)Cc2ccccc2[N+](=O)[O-])CC1	103	-15	-6	6	-1.5	-2.9	4	18	12
CC(O)C(=O)N/N=C/c1cccc2ccccc12 (stereo not drawn)	93	-16	23	15	-1.4	-1.8	-3	-8	9
CC(=O)N1CCN(c2nc(-c3ccco3)c3c(c2C#N)CC(C)(C)SC3)CC1	98	-35	8	2	-0.2	-1.3	-4	23	16
COC(=O)c1ccc(N=Nc2ccccc2)cc1	98	0	-8	3	0.5	-1.6	-4	-10	-2
Cc1sc2ncnc(N[C@@H](Cc3c[nH]c4ccccc34)C(=O)O)c2c1C	105	-34	33	-5	-2.8	-2.0	18	10	6

The listing (from the top)
SMILES	MEKK2wt PB1 HTS	FID counter	NALP1 yeast inh	PfM18AAP inh	VIM-2 inhibitor	IMP-1 inh	MEKK2 mut-MEK5	HCV NS3 hel inh	UBC9 SUMO inh
COc1ccccc1-c1nc(=S)c(C(C)=O)c(C)[nH]1	100	-2	-9	5	-4.0	-3.6	-12	-3	4
CCOC(=O)N1CCN(C(=O)Cc2ccccc2[N+](=O)[O-])CC1	103	-15	-6	6	-1.5	-2.9	4	18	12
CC(O)C(=O)N/N=C/c1cccc2ccccc12 (stereo not drawn)	93	-16	23	15	-1.4	-1.8	-3	-8	9
CC(=O)N1CCN(c2nc(-c3ccco3)c3c(c2C#N)CC(C)(C)SC3)CC1	98	-35	8	2	-0.2	-1.3	-4	23	16
COC(=O)c1ccc(N=Nc2ccccc2)cc1	98	0	-8	3	0.5	-1.6	-4	-10	-2
Cc1sc2ncnc(N[C@@H](Cc3c[nH]c4ccccc34)C(=O)O)c2c1C	105	-34	33	-5	-2.8	-2.0	18	10	6
COc1ccccc1N(C(=O)c1snc(C(N)=O)c1N)C(C(=O)NC1CCCC1)c1ccc2ncccc2c1 (stereo not drawn)	101	-33	16	-4	-0.3	-2.3	1	-7	13
Cn1c(=O)n(CCOc2ccc([N+](=O)[O-])cc2)c2ccccc21	96	-6	7	-3	-1.0	0.4	-6	-6	12
Cc1ccc(Nc2nc(CSc3nnc(-c4ccccc4)n3C)cs2)cc1	95	-24	17	9	1.4	-3.9	-2	3	11
COc1ccccc1C(=O)NC(CCSC)C(=O)OCC(=O)c1ccc[nH]1 (stereo not drawn)	89	-18	15	-11	-2.4	-3.3	35	10	4
Nc1ccc(C(=O)OCC(=O)c2cccc([N+](=O)[O-])c2)cc1	98	6	12	-3	-2.3	-1.7	-2	3	14
COc1ccc(-n2c(-c3ccco3)nc3c(cnn3-c3ccccc3C)c2=O)cc1	105	-17	-14	-6	-2.9	-7.1	2	-4	1
Clc1cccc(OCc2nc(-c3ccncc3)n[nH]2)c1	104	-8	-4	-5	-2.1	-3.0	3	-5	4
CCCOc1ccc(S(=O)(=O)N2CCOCC2)cc1[N+](=O)[O-]	104	5	-9	-13	-3.9	-3.0	6	0	1
CSc1nnc(-c2cc3c(-c4ccccc4)nn(C)c3s2)n1C	109	-40	8	8	19*	-1.8	10	6	18
COc1cc(C=O)cc(OC)c1OS(=O)(=O)c1ccc(NC(C)=O)cc1	99	5	1	5	-3.7	-4.6	-1	-3	19
COc1ccc(CC(=O)OCC(=O)NCc2ccccc2Cl)cc1	136	-18	11	-15	-4.7	-2.2	5	-5	7
Cc1ccc(/C=N/n2c(COc3ccccc3)n[nH]c2=S)o1	87	-13	30	13	0.8	-1.1	-4	8	11
CCOC(=O)CSc1nnc(-c2cccnc2)n1C	95	3	0	1	-3.1	-2.4	-6	6	6
CC(C)CC(NS(=O)(=O)c1ccc2c(c1)oc(=O)n2C)C(=O)NCc1cccnc1 (stereo not drawn)	107	-1	40	-6	-1.9	-3.4	5	-2	2
Cc1cc(-c2ccc(/C=N/n3cnnc3)o2)c(C)c([N+](=O)[O-])c1	100	-2	2	43*	87*	-2.1	3	12	7
O=C(O)c1ccc(N=NN2CCCCC2)cc1	88	-3	25	-6	1.1	-2.5	-5	11	17
Cc1ccc(-c2cc(-c3ccccc3)[nH]c(=S)c2C#N)cc1	97	-2	30	0	-3.2	-1.5	-1	6	-6
S=c1[nH]nc(-c2cccc(Cl)c2)n1Cc1ccccc1	98	-16	5	28	-2.5	-3.7	-1	6	14
Cc1cccc(N2CCN(C(=O)c3ccc4nc(N5CCCCC5)sc4c3)CC2)c1C	84	-3	.	-8	-0.1	-2.4	-8	-2	-8

3 entries from above, sorted by molecular weight, falling.
SMILES	MEKK2wt PB1 HTS	FID counter	NALP1 yeast inh	PfM18AAP inh	VIM-2 inhibitor	IMP-1 inh	MEKK2 mut-MEK5	HCV NS3 hel inh	UBC9 SUMO inh
COc1ccc(-n2c(-c3ccco3)nc3c(cnn3-c3ccccc3C)c2=O)cc1	105	-17	-14	-6	-2.9	-7.1	2	-4	1
COc1cc(C=O)cc(OC)c1OS(=O)(=O)c1ccc(NC(C)=O)cc1	99	5	1	5	-3.7	-4.6	-1	-3	19
O=C(O)c1ccc(N=NN2CCCCC2)cc1	88	-3	25	-6	1.1	-2.5	-5	11	17

Single records (already shown). Order of screens: MEKK2wt PB1 HTS	FID counter	NALP1 yeast inh	PfM18AAP inh	VIM-2 inhibitor	IMP-1 inh	MEKK2 mut-MEK5	HCV NS3 hel inh	UBC9 SUMO inh
CSc1nnc(-c2cc3c(-c4ccccc4)nn(C)c3s2)n1C is listed as 109	-40	8	8	19*	-1.8	10	6	18
CC(O)C(=O)N/N=C/c1cccc2ccccc12 (stereo not drawn) is listed as 93	-16	23	15	-1.4	-1.8	-3	-8	9
COc1cc(C=O)cc(OC)c1OS(=O)(=O)c1ccc(NC(C)=O)cc1 is listed as 99	5	1	5	-3.7	-4.6	-1	-3	19

(next part)
SMILES	MEKK2wt PB1 HTS	FID counter	NALP1 yeast inh	PfM18AAP inh	VIM-2 inhibitor	IMP-1 inh	MEKK2 mut-MEK5	HCV NS3 hel inh	UBC9 SUMO inh
CC[n+]1c(/C=C/C=C/N(C(C)=O)c2ccccc2)sc2cc(OC)ccc21	11*	-19	8	43*	-3.8	-3.1	15	13	-6
COc1ccc(NC(=S)N2CCN(C(c3ccccc3)c3ccccc3)CC2)cc1OC	97	5	24	4	-2.4	-3.1	21	-7	-15
O=C(CO/N=C\c1ccccc1)Nc1ccccc1C(=O)N1CCOCC1	99	-6	19	2	-3.7	-3.0	0	4	7
Cc1ccc(NC2=C(N3CCOCC3)C(=O)c3ccccc3C2=O)cc1	95	8	34	11	5.1	0.4	-3	6	9
Cc1cccc(NC2=NC(=S)N(c3cccc(C(=O)O)c3)C23CCCCC3)c1	99	-37	-6	7	-2.3	-4.7	-8	11	-4
Cc1nn(Cc2cccc(C(=O)NC34CC5CC(CC(C5)C3)C4)c2)c(C)c1Br	102	-32	19	-7	-2.3	2.1	0	-6	-10
Cc1nc(N2CCN(S(=O)(=O)c3ccccc3)CC2)c2c3c(sc2n1)CC(C)CC3 (stereo not drawn)	92	-3	10	-5	-0.6	-0.6	-8	3	17
Cn1c(=O)c2c(nc(Sc3ncccn3)n2Cc2ccc(Cl)cc2)n(C)c1=O	103	-4	32	-2	-4.2	-3.5	2	2	-7
CC(=O)N1CCCc2cc(S(=O)(=O)Nc3ccccc3C)ccc21	102	-18	13	-2	-0.7	-1.9	5	21	6
O=C(Nc1ccc2c(c1)OCO2)c1ccc(Br)s1	102	4	18	13	-4.1	-2.1	10	10	8
COc1ccc(N(C(C)=O)S(=O)(=O)c2cc(OC)ccc2OC)cc1	100	-8	14	-7	-0.1	-1.9	-1	8	2
COc1ccc(C2(NC(C)=O)CCN(C(=O)CCC(=O)O)CC2)cc1	88	0	7	7	-4.5	-3.4	-1	4	3
COc1ccccc1CNc1ncccn1	102	0	-9	-10	-0.4	1.2	1	13	8
Cc1ccc(-n2c(SCC(=O)Nc3ccc(C(=O)O)cc3)nnc2-c2ccncc2)cc1	85	-25	5	-12	0.2	-0.2	-16	-4	20
CN1CCN(NC(=O)c2ccc(Cl)s2)CC1	95	2	7	-2	-2.2	-1.6	-3	-4	18
COC(=O)c1ccccc1NC(NC(=O)c1ccco1)C(=O)c1ccccc1 (stereo not drawn)	85	1	11	7	-1.2	-1.8	-6	-6	29
O=C(COc1cccc(Cl)c1)Nc1ccc2c(c1)CCC2	92	-5	27	-11	-2.0	-1.7	-2	-5	-11
NC1=NC(=O)/C(=C/c2ccc(Cl)cc2Cl)S1	105	-2	6	-6	-1.2	-2.1	7	0	4
O=C(CCc1nc2ccccc2c(=O)[nH]1)OCc1ccc(-c2ccccc2)cc1	97	-4	26	-1	-3.4	-3.5	-2	-11	4
CCN(CC)CCN1C(=O)C(=O)/C(=C(/O)c2ccc(OC)cc2)C1c1ccco1 (stereo not drawn)	.	3	-4	-10	0.0	-1.9	.	-7	25
CN(Cc1nc(-c2cccs2)no1)CC1(N2CCOCC2)CCCCC1	95	3	-12	-6	-2.6	-3.6	-8	2	-2
O=C1C2CC=CCC2C(=O)N1CNc1ccccc1 (stereo not drawn)	98	3	-99	-10	-2.2	-2.5	2	6	8
CCOC(=O)c1c(C)n(-c2ccc(F)cc2)c2ccc(O)cc12	104	-17	13	3	-4.9	-2.2	3	2	7
O=C(O)CC1=C(O)C(=O)N(c2ccccc2)C1c1ccccc1 (stereo not drawn)	.	-8	12	1	-1.6	-3.2	.	4	25
COC(=O)CC1=C(C)C(=O)CC2C(C)(C)CCCC12C (stereo not drawn)	92	-7	11	-17	-1.4	-3.6	-2	1	-10
CCOc1ccc(OCC)c(NC(=O)CN(C)S(=O)(=O)c2cccc3nsnc23)c1	99	-12	12	-13	-1.2	-2.4	1	-5	8
O=C(O)c1ccc(N=C2SCC(=O)N2Cc2ccccc2)cc1	99	-3	-5	-10	1.1	-2.0	-3	5	12
CC1CCCC(NC(=O)COC(=O)CSc2ccc3ccccc3c2)C1C (stereo not drawn)	105	-28	25	3	-3.2	-2.3	0	-2	-23
CCOc1ccc2c(=O)c(Oc3ccccc3OCC)coc2c1	113	-10	44*	-3	-2.3	-3.8	7	4	-12
Cc1ccc(NC(=S)NCCN(C2CCCCC2)C2CCCC2)cc1C	125	32	9	-1	-5.2	-3.5	10	-35	10
